DAX1 inh-1: DAX1 (NR0B1) inhibition, primary screen; HEK293T StAR-luciferase reporter, SF-1/DAX-1 repression relief; inhibition, % at 6.8 µM; 1.1% of 370,000 active; AID 652010;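 active = inhibition above the mean over all tested compounds plus 3 SD, cut at about 3.6% in these data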;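 also: 0% = DAX-1 cells with DMSO and 100% = cells lacking DAX-1 with DMSO; higher inhibition means more luminescence from relief of DAX-1 repression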
hcDAF12 agonist: activators of H. contortus DAF-12 nuclear receptor; HEK293 hcDAF-12 lit1-tk-luc reporter, luminescence; 0% DMSO, 100% Δ7-dafachronic acid; activation, % at 6.8 µM; 1.4% of 370,000 active;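 active = activation above the mean of all tested compounds plus 3 SD, cut at about 5.5% in these data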;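 also: 100% = response to 3 µM Δ7-dafachronic acid high control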
ADAM17 inh: inhibitors of human ADAM17; P78536; recombinant ADAM17, EDANS/DABCYL FRET peptide cleavage; inhibition, % at 6.95 µM; 0.83% of 370,000 active; AID 720648;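 active = inhibition above the mean of compounds lying between control limits plus 3 SD, set per campaign, cut at about 8.5% in these data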;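 also: 0% = DMSO-only wells as the low control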
Target sequence (P78536 215-824 limits assumed): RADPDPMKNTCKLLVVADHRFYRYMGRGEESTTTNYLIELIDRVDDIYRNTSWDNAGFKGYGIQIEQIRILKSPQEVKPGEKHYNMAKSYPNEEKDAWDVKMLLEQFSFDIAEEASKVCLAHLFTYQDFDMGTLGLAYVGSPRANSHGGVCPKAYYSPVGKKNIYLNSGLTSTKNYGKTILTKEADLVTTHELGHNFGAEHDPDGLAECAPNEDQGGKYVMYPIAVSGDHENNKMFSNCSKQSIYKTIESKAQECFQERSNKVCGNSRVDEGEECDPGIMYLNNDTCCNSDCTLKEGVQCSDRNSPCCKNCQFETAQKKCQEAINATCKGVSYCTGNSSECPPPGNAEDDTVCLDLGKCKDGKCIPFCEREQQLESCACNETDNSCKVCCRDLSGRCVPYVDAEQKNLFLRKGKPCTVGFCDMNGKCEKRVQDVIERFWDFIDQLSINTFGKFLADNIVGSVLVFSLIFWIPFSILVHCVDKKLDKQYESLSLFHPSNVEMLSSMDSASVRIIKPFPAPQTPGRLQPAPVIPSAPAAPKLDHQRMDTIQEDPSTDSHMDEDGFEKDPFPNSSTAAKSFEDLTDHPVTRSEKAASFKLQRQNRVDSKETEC
PG9 binder: small molecules binding HIV-1 gp120 antibody PG9. TR-FRET gp120-PG9 antibody binding. inhibition, % at 6.7 µM. 0.43% of 360,000 active; in the data active = inhibition above about 8.5%
FXN GAA850 act: activators of GAA850 frataxin (FXN) promoter. HEK293 lucGAA850 FXN promoter luciferase reporter, 24 h; percent of 10 µM SAHA response. activation, % at 6 µM. 0.56% of 360,000 active. AID 540364;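 active = activation above the average of all compounds screened plus 3 SD, cutoff fixed separately per campaign, cut at about 7.5% in these data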;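 also: 0% = DMSO wells and 100% = 10 µM SAHA wells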
GC-A act: GC-A (human) enzyme activation | P16066 | HEK293 GC-A cells, cGMP TR-FRET, EC30 ANP; 0% at EC30 ANP, 100% saturating ANP | activation, % at 10 µM | 0.14% of 370,000 active; in the data active = activation above about 40%
ADAM10 inh: inhibits human ADAM10; inhibition, % at 7 µM; 0.62% of 370,000 active; recombinant ADAM10, EDANS/DABCYL FRET peptide cleavage, 3 h; O14672;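 active = inhibition above a per-campaign cutoff equal to the mean of compounds falling between control-based bounds plus 3 SD, cut at about 20% in these data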;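 also: 0% = DMSO wells while the 100% control is not disclosed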
DAX1 inh-2: inhibits human nuclear receptor DAX1; P51843; HEK293 Gal4-DAX1 luciferase reporter, luminescence; inhibition, % at 6.75 µM; 0.99% of 340,000 active; AID 504766;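 active = inhibition above the mean over all tested compounds plus 3 SD, cut at about 4.2% in these data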;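 also: 0% = DAX1-transfected cells with DMSO and 100% = empty-vector control cells with DMSO; inhibition shows as a rise in luminescence from relieved DAX1 repression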
Target sequence (P51843 207-470 limits assumed): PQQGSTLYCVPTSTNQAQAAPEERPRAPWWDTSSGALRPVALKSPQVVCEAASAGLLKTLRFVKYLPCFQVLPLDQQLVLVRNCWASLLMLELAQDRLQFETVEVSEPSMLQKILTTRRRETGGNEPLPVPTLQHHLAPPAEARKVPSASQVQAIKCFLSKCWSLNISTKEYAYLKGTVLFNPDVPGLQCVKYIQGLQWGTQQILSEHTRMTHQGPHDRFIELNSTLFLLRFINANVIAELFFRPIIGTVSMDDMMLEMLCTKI
hgDAF-12 ag: hgDAF-12 agonism, primary luciferase screen | 1.8% of 370,000 active | AID 687014 | activation, % at 6.8 µM | HEK293 GAL4-hgDAF12 UAS-luciferase reporter, agonist luminescence; normalized to butyrate control;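 active = activation above a cutoff set at the mean of all screened compounds plus 3 SD, cut at about 10% in these data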;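 also: 0% = DMSO wells and 100% = sodium butyrate wells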
SMARCA2 activ: activators of SMARCA2 function | activation, % at 9.1 µM | 1% of 370,000 active | MG213 cells, MMTV-luciferase reporter, dexamethasone, overnight | AID 652017; in the data active = activation above about 7.8%;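 also: 0% = vehicle wells and 100% = reference activator wells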
ssDAF-12 act: activates DAF-12 receptor from parasite S. stercoralis; HEK293 ssDAF-12/GRIP1 lit1-tk-luc reporter, luminescence; % of 3 µM dafachronic acid response; activation, % at 6.8 µM; 1% of 370,000 active; AID 652126;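 active = activation above the mean over all tested compounds plus 3 SD, cut at about 0.9% in these data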;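 also: 0% = DMSO-only wells and 100% = 3 µM delta7-dafachronic acid wells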
Starred values were filed as active, the others as inactive; . = not tested or not shown.

SMILES	DAX1 inh-1	hcDAF12 agonist	ADAM17 inh	PG9 binder	FXN GAA850 act	GC-A act	ADAM10 inh	DAX1 inh-2	hgDAF-12 ag	SMARCA2 activ	ssDAF-12 act
CC(C)Oc1cccc(C(=O)NC(=S)Nc2cccc(C(F)(F)F)c2)c1	-0.1	-0.8	-5	-1.8	0.4	0	-1	0.1	2.7	-1	-0.9
Fc1ccccc1-n1cc(-c2ccccc2)[nH]c1=S	1.0	-0.8	1	0.4	3.1	4	4	0.9	2.5	4	-1.5
Cc1cccc(NC(=O)C2CCN(c3ncnc4c3nc3n4CCCCC3)CC2)n1	-3.6	-3.6	-2	-1.8	0.2	-2	-5	-0.8	-3.9	-1	-1.5
Oc1ccc(Cl)cc1C=NN1CCCCCC1	2.8	0.9	-6	1.3	3.3	-2	-6	0.0	4.8	-2	-0.1
CCN(CC)C(=O)C(C)N(C#N)c1nc(NC(C)C)nc(NC(C)C)n1 (stereo not given)	0.8	-1.1	-1	2.1	-0.1	1	-3	-1.2	-1.2	-3	-1.0
CCOc1ccc(S(=O)(=O)NCc2ccc3c(c2)OCO3)cc1NC(C)=O	-0.1	-1.6	4	-0.3	1.2	2	-3	-0.4	0.0	-6	-1.4
O=C(NNC(=O)c1cc2ccccc2o1)c1ccc(Cl)cc1	-0.1	-1.7	-5	-1.0	-1.7	3	2	1.4	1.7	0	-1.7
CC1(C(=O)NS(=O)(=O)c2ccccc2Cl)CCN1C(=O)Cc1cccc2ccccc12 (stereo not given)	0.6	0.1	-4	0.5	-1.7	2	-2	.	2.0	-3	-1.3
O=C(c1ccc(Br)cc1)N1CCN(c2ncccn2)CC1	0.2	-2.0	-6	-1.3	1.8	-1	-6	2.1	-0.4	1	-1.0
FC(F)(F)c1ccc(Oc2ccc3cc(Br)ccc3c2)nc1	0.0	-1.6	-7	1.2	1.3	5	-11	1.2	-1.3	-5	-1.3
COc1ccc(C(=O)NC2CCN(C(=O)NC3CCCCC3)CC2)cc1	-0.8	0.6	0	0.1	2.3	3	1	-1.1	1.1	3	-1.3
O=[N+]([O-])c1cc(/C=N/O)ccc1N1CCCC1	-1.2	-2.0	-1	-2.8	1.5	15	1	1.0	0.8	-1	-1.2
O=C(Nc1ccc(Cl)cc1)Nc1ccc(Cl)c(Cl)c1	-0.4	1.3	-1	1.1	.	18	6	.	4.8	-2	-0.1
O=C(NCc1n[nH]c(=S)n1-c1ccc([N+](=O)[O-])cc1)c1ccc(S(=O)(=O)N2CCOCC2)cc1	-0.4	-1.6	6	1.0	0.5	0	6	0.6	0.6	0	-1.5
Cc1ccc(OCC(O)CN2C(=O)NC(C)(C)C2=O)c(C)c1 (stereo not given)	0.0	-1.6	-3	1.2	1.4	2	2	0.1	-4.5	1	-1.1
Cc1ccc(NC(=O)CCc2nnc3ccc(NCc4ccco4)nn23)cc1	0.5	1.8	-4	-0.7	0.4	4	1	0.4	0.7	0	-1.3
COc1cccc(NC(=S)N(CCc2ccc(OC)c(OC)c2)Cc2ccccn2)c1	-0.6	1.1	-1	-1.1	1.5	0	2	0.8	0.4	-4	-0.5
COc1ccc(N2CCN(Cc3cc(=O)oc4cc(C)c(Cl)c(C)c34)CC2)cc1	-0.5	-1.4	-2	-1.4	-1.2	-3	-4	2.0	-0.5	-1	-0.9
COC(=O)c1c(-c2ccc(OC)cc2)sc2ccc(OC)cc12	1.0	4.0	2	-2.4	5.4	-5	-9	3.0	7.0	4	1.6*
O=C(NCc1nc2ccccc2[nH]1)C1=C[C@H](c2ccc3c(c2)OCO3)C[C@H](OCCCCO)O1	0.3	-1.5	-4	-2.2	0.3	5	-16	0.0	-2.2	1	-1.1
CCCCC(C(=O)NC1CCCC1)N(Cc1ccccc1)C(=O)c1snc(C(N)=O)c1N (stereo not given)	-0.4	-1.3	-49	-1.1	-1.1	-31	-120	-0.2	-0.5	-2	-0.8
Cc1ccc(C)c(N(C(=O)c2csnn2)C(C(=O)NC2CCCC2)c2cccnc2)c1 (stereo not given)	-0.2	-0.8	-4	-0.3	-1.9	5	-4	1.3	-0.6	-1	-1.0
CN=c1scc(-c2ccc(Br)cc2)n1C	-0.2	-1.9	-4	-0.5	-0.2	-2	6	0.0	1.5	2	-1.5
COc1ccc(N(C(=O)c2ccco2)C(C(=O)NC2CCCC2)c2ccc(N(C)C)cc2)cc1OC (stereo not given)	-0.8	-0.6	0	-1.2	-0.5	4	8	0.7	-0.1	-1	-1.0
CSc1ccc(CNc2ccc(C)c(C)c2)cc1	0.7	0.8	1	-2.2	5.6	1	4	0.2	8.1	3	-0.3
CNc1cc(-c2ccc(CC#N)cc2)ncn1	4.5*	3.0	-9	-1.0	5.7	1	-32	.	8.3	3	-0.7
CC(C)c1cc(=O)n2c(nc3ccccc32)[nH]1	-0.2	-2.0	-88	0.0	4.2	0	-203	-0.2	0.1	0	-1.8
Cc1ccc(C(=O)Nc2ccn(C)n2)cc1	4.1*	2.0	-3	-0.1	4.0	5	-20	0.0	7.1	4	-0.6
NC(=O)C1c2ccccc2CSc2ccccc21 (stereo not given)	0.3	-0.7	-3	0.9	0.8	-3	3	-0.3	-2.5	-1	-1.0
CC(=O)Nc1ccc(S(=O)(=O)NCC2CCN(C(=O)C(=O)c3cc4ccccc4o3)CC2)cc1	-0.6	-0.1	-2	-1.2	.	3	-6	.	-0.1	-4	-1.0

ssDAF-12 act, hit marks shown above
Molecule | DAX1 inh-1 | hcDAF12 agonist | ADAM17 inh | PG9 binder | GC-A act | ADAM10 inh | DAX1 inh-2 | SMARCA2 activ | ssDAF-12 act
COC(=O)c1c(-c2ccc(OC)cc2)sc2ccc(OC)cc12 | 1.0 | 4.0 | 2 | -2.4 | -5 | -9 | 3.0 | 4 | 1.6*

(more compounds)
SMILES	DAX1 inh-1	hcDAF12 agonist	ADAM17 inh	PG9 binder	FXN GAA850 act	GC-A act	ADAM10 inh	DAX1 inh-2	hgDAF-12 ag	SMARCA2 activ	ssDAF-12 act
O=C(O)COc1ccc(/C=N/n2cnc3scc(-c4cccs4)c3c2=O)cc1	-0.5	-1.0	-5	2.8	0.4	-4	-15	0.2	0.1	-5	-0.8
COc1ccc(N2C(=O)CSC23C(=O)Nc2ccccc23)cc1OC (stereo not given)	-0.2	2.7	-13	-1.5	2.1	-1	-27	1.0	2.6	-1	-0.3
CC[C@]12c3[nH]c4ccc(Cl)cc4c3CCN1C(=O)[C@@H](CC(=O)NC/C=C(\C)CCC=C(C)C)C[C@@H]2C(=O)N1CCN(C(=O)C2CC2)CC1	-2.3	-1.4	2	-0.6	-3.5	-6	16	0.4	-5.4	-6	-1.4
CCC(C)[C@H](N)c1nnc(SCC(=O)c2ccc(Cl)cc2)o1 (stereo not given in full)	-0.9	-4.3	9.2*	-0.6	-3.6	8	15	-1.1	-8.4	-7	-2.4
CC(C)N1CCC(C)(C(=O)Nc2cccc(Oc3ccccc3)c2)C1 (stereo not given)	-0.6	0.8	-5	-2.8	0.9	3	-1	.	-1.7	-1	-1.1
OCC(O)/C=N/Nc1nc2ccccc2s1 (stereo not given)	0.1	3.8	-6	1.3	1.7	1	-9	0.2	3.6	-2	-0.7
Cc1cc(C)c(N=C2C(=O)Nc3ccccc32)c(C)c1	0.0	-0.1	0	-2.0	2.8	-22	-2	0.0	2.1	2	-1.4
CC(C)NC(=O)N[C@H]1C[C@@H]2O[C@H](CO)CC[C@@H]2O[C@@H]1CCc1ccc(-c2ccc(F)cc2)cc1	-0.8	-0.9	2	.	.	8	1	.	-2.2	-3	-1.1
CC(Sc1nnc(C(F)(F)F)n1C)C(=O)Nc1ccc(S(N)(=O)=O)cc1 (stereo not given)	0.4	-1.1	-5	-1.0	2.0	-1	-2	3.4	4.0	-1	-1.6
Cc1ccc(NC(=O)N2CCc3ccccc32)cc1C	7.4*	15*	3	-1.7	2.5	-1	-1	-2.2	16*	7	1.2*
O=C(CN1CCN(c2ccccn2)CC1)Nc1ccccc1	0.5	0.0	0	-3.1	2.3	0	0	0.1	0.0	1	-0.8
CSc1ccccc1NC(=O)c1cc(-c2cccs2)on1	0.6	2.0	-7	0.8	5.6	-4	-10	0.9	2.0	4	-0.6
Cc1noc(C)c1S(=O)(=O)N1CCC(C(=O)NCCN2CCC(C)CC2)CC1	0.9	0.9	-4	-1.0	-0.1	1	-6	2.1	1.2	-3	-0.5
CCOc1ncccc1C(=O)N(C)CC(=O)Nc1ccc(F)cc1	-0.2	-0.6	-1	-0.3	-0.3	1	-3	-1.1	1.9	-2	-1.0
Cc1ccc(OCCOCCN2CCN(C)CC2)c(C(C)(C)C)c1	0.0	-1.7	-11	-1.4	3.1	2	-22	2.8	-2.0	2	-1.4
CC1CC(C(O)c2ccccn2)C(=O)C(C(O)c2ccccn2)C1 (stereo not given)	-0.3	-2.4	-9	1.6	0.4	0	-9	-1.4	0.3	-1	2.0*
COCc1cc(C)c2c(N)c(C#N)sc2n1	-0.4	-0.2	-111	-0.5	3.3	7	-317	-0.1	-1.2	7.9*	-1.0
CS(=O)(=O)N(CC(=O)NCCSCc1ccccc1)c1ccccc1F	-0.1	-2.3	2	-1.4	-0.8	4	-1	0.5	-2.5	-1	-1.3
COc1ccc(CNC(=O)OC23CN(C(=O)OC(C)C)N(C(=O)OC(C)C)CC2(O)CN(S(=O)(=O)c2ccc(C)cc2)C3)cc1OC (stereo not given)	-1.0	-0.9	8	-0.6	-9.5	-1	14	0.1	-3.5	3	-1.2
O=C(OCc1c(-c2ccccc2)ncc2ccccc12)c1cccc(Br)c1	0.1	-1.8	-4	3.2	0.3	0	0	0.5	-1.8	0	-1.1
COC(=O)C1=NNC2C(=O)N(c3ccc(C)cc3)C(=O)C12 (stereo not given)	-0.1	-0.9	-2	0.1	-0.1	3	3	0.1	-1.6	1	-1.6
O=C(CCSCCC(=O)NCc1ccccc1)NCc1ccccc1	0.8	-0.3	-3	1.5	-2.8	2	-6	0.1	0.5	-2	-1.0
Cc1c(C(=O)O)cccc1-c1ccc(C=O)o1	0.8	1.8	1	0.7	4.7	0	-27	2.1	8.7	-3	0.1
CCn1c(SCC(=O)OC)nnc1-c1ccncc1	-0.1	-1.5	-5	1.0	-0.5	3	-11	0.3	0.3	-7	-1.0
O=C(COC(=O)CCN1C(=O)C2CC=CCC2C1=O)Nc1ccc([N+](=O)[O-])cc1 (stereo not given)	2.0	-0.6	4	-1.7	0.6	-1	1	1.4	-0.6	-1	-0.3
FC(F)(F)c1cc(-c2ccccc2)nc(NCC2CCCO2)n1 (stereo not given)	-0.6	-3.2	-9	-1.4	-0.3	4	-55	-0.8	0.4	1	-1.8
CC(=O)Nc1ccc(NC(=O)c2c(-c3ccccc3Cl)noc2C)cc1	0.0	0.1	-5	-0.2	1.3	-8	-3	-1.6	-1.0	-4	-1.2
O/N=C/c1cc(Br)cs1	0.1	-0.6	-4	-1.0	1.3	-1	-11	-0.1	-1.4	-3	-1.2
